PfGluPho inh: PfG6PD (Plasmodium falciparum) enzyme inhibition; PfGluPho enzyme, NADPH resazurin-diaphorase fluorescence; inhibition, % at 20 µM; 350,000 compounds, 0.78% hits; AID 504690;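 active means inhibition reaching at least a set limit at 20 µM in the primary screen, cut at about 59% in these data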;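 further: 0% = DMSO wells with substrate and 100% = DMSO wells lacking glucose-6-phosphate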
SENP8 block-1: inhibitors of human SENP8 protease | Q96LD8 | recombinant SENP8, Nedd8 substrate fluorescence | inhibition, % at 20 µM | 360,000 compounds, 0.64% hits | AID 602440; in the data active means inhibition mostly above about 40%, no sharp cut-off; inactive means mostly below about 27%
SENP7 block: inhibitors of human SENP7 protease | recombinant SENP7, Z-RLRGG-aminoluciferin luminescence, 40 min | inhibition, % at 5 µM | 330,000 compounds, 1.5% hits | AID 434973;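 active means inhibition above about 50% at the single test dose, limit read from the data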;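 further: plate controls were DMSO with enzyme for no effect and no enzyme buffer wells for full effect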
Target sequence (Q9BQF6 706-1050 limits assumed): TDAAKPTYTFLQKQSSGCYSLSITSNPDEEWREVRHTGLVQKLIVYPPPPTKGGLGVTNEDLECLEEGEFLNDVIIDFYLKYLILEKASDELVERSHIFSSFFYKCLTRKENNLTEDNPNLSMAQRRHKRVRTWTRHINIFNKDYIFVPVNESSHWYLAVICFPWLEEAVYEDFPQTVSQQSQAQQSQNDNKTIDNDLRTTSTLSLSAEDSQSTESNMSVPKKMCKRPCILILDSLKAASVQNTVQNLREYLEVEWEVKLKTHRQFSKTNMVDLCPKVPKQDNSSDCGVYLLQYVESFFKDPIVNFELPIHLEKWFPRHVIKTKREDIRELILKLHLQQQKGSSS
SENP8 block-2: SENP8 protease inhibition; purified SENP8, Z-RLRGG-aminoluciferin cleavage, luminescence; AID 2540; 330,000 compounds, 1.2% hits; Q96LD8; inhibition, % at 10 µM; in the data active means inhibition above about 50%
Apaf-1 inh: human Apaf-1 inhibition; O14727; reconstituted apoptosome caspase-3 activity, DEVD-Rh110 fluorescence; inhibition, % at 20 µM; 330,000 compounds, 0.71% hits; AID 489030; active means inhibition of at least 40% at 20 µM;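 further: plate controls were DMSO wells for no effect and DEVD-CHO caspase inhibitor wells for full effect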
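detection = Rh110 fluorescence intensity | test system = biochemical Apaf-1 apoptosome reconstitution | also added = cytochrome c and DEVD-Rh110 substrate | schedule = 30 min plus 50 min, RT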
SENP6 inh: SENP6 protease inhibition | Recombinant SENP6 catalytic domain, aminoluciferin luminescence | inhibition, % at 10 µM | 330,000 compounds, 1.8% hits | AID 2599;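 active means inhibition above about 50% at the single tested dose, limit read from the data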;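 further: plate controls were DMSO wells with enzyme for no effect and DMSO wells lacking enzyme for full effect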
Target sequence (Q9GZR1 628-1112 limits assumed): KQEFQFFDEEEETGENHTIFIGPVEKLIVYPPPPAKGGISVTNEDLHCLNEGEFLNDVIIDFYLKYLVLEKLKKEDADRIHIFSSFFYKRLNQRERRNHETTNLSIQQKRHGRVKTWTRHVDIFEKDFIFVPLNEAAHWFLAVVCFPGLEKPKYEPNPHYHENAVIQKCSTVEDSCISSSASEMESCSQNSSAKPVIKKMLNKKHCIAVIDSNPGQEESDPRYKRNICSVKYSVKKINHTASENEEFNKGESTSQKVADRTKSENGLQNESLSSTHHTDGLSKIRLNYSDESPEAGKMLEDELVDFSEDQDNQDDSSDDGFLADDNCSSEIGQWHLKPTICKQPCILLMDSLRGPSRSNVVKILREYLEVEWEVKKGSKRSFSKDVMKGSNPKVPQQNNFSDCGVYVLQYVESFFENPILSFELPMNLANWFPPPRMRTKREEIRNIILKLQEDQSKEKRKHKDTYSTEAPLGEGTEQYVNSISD
NLRP3 yeast inh: inhibitors of NALP3 inflammasome in yeast; Yeast reconstituted NLRP3/ASC/caspase-1, beta-gal luminescence, 24 h; inhibition, % at 10 µM; 330,000 compounds, 0.39% hits;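 active means inhibition of 50% or more; inactive means inhibition below 50%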;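 further: plate controls were induced DMSO wells for no effect and uninduced yeast grown without galactose for full effect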
HKDC1 inhibitor: HKDC1 (human) hexokinase inhibition; recombinant HKDC1, G6PDH/diaphorase resazurin coupled fluorescence; inhibition, % at 20 µM; 340,000 compounds, 0.16% hits; AID 493160;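 active means inhibition above about 35% when tested at 20 µM, limit read from the data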;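 further: plate controls were DMSO wells with enzyme for no effect and DMSO wells lacking enzyme for full effect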
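Assay system – recombinant HKDC1 (HK5) hexokinase enzyme, produced in-house · Input – HKDC1 at 5 µg/mL · Reagent – glucose plus 1 mM ATP as hexokinase substrates · Timing – 90 min reaction incubation at room temperature, dark · Measured by – G6PDH/diaphorase-coupled fluorescence, 1 mM NADP, 100 µM resazurin, 525/613 nm · Benchmarks – DMSO-enzyme wells negative, buffer-substituted wells positive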
SENP1 inh: SENP1 (human) catalytic domain inhibition. recombinant SENP1 catalytic domain, CyPet-SUMO1-YPet FRET cleavage. Q9P0U3. AID 624204. 360,000 compounds, 0.21% hits. inhibition, % at 10 µM;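 active means inhibition at least 30% at 10 µM, raw YFP signal under a set limit, fluorescence ratio 0.5 to 1.5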;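 further: 0% = enzyme with DMSO and 100% = no enzyme wells; some results filed as inactive read as strong as hits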
Target sequence (Q9P0U3 419-644 limits assumed): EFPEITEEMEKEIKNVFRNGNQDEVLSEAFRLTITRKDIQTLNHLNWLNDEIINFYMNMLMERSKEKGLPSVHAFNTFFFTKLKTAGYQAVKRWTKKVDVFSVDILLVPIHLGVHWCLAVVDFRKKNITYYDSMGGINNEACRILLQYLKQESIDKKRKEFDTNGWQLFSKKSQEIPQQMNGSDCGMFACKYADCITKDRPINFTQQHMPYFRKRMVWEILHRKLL
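Test system: hSENP1 catalytic domain, recombinant; Amount: 20 pM final SENP1 enzyme; Medium: Tris pH 8 buffer plus EDTA, NaCl, BME, BSA, NP40, catalase; Schedule: 50 min enzyme reaction, room temperature, light-protected; Technique: FRET fluorescence in CFP and YFP emission channels; Controls: no-enzyme wells low, DMSO-plus-enzyme wells high control.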
Numbers without * were called inactive.

`Cc1nn(Cc2noc(C(=O)NCCCn3ccnc3)n2)c(C)c1Br` gave PfGluPho inh -3, SENP8 block-1 17, SENP7 block 5, SENP8 block-2 0, Apaf-1 inh -1, SENP6 inh -20, NLRP3 yeast inh 9, HKDC1 inhibitor -4 and SENP1 inh 0.
O=C(NC1CCSc2ccccc21)c1cc(S(=O)(=O)N2CCOCC2)ccc1Cl (stereo not drawn) was read as PfGluPho inh 1, SENP8 block-1 3, SENP7 block 4, SENP8 block-2 14, Apaf-1 inh 0, SENP6 inh 11, NLRP3 yeast inh -6, HKDC1 inhibitor -8 and SENP1 inh -1.
Screening COc1ccc(-n2c(C)c(C)c3c(NCCCO)ncnc32)cc1 returned PfGluPho inh -3, SENP8 block-1 16, SENP7 block -6, SENP8 block-2 -5, Apaf-1 inh 5, SENP6 inh -1, NLRP3 yeast inh 2, HKDC1 inhibitor 1 and SENP1 inh -1.
Screening Cc1nnc(NC(=O)c2ccc3c(c2)OCO3)s1 returned PfGluPho inh 17, SENP8 block-1 -5, SENP7 block 15, SENP8 block-2 8, Apaf-1 inh 11, SENP6 inh 12, NLRP3 yeast inh 8, HKDC1 inhibitor -4 and SENP1 inh 2.
`CCOC(=O)C1CCN(C(=O)c2ccccc2CCc2ccccc2)CC1` gave PfGluPho inh -2, SENP8 block-1 7, SENP7 block -7, SENP8 block-2 -1, Apaf-1 inh 7, SENP6 inh -5, NLRP3 yeast inh 23, HKDC1 inhibitor -1 and SENP1 inh 2.
For COc1ccc(CCNC(=O)CCCc2ccccc2)cc1OC the results were PfGluPho inh 5, SENP8 block-1 13, SENP7 block -8, SENP8 block-2 -15, Apaf-1 inh 2, SENP6 inh -40, NLRP3 yeast inh 9, HKDC1 inhibitor 0 and SENP1 inh 2.
Screening CCN1CCN(C(=O)CCc2nnc3ccc(N4CCC5(CC4)OCCO5)nn23)CC1 returned PfGluPho inh 3, SENP8 block-1 -4, SENP7 block -1, SENP8 block-2 11, Apaf-1 inh -1, SENP6 inh -4, NLRP3 yeast inh -3, HKDC1 inhibitor -6 and SENP1 inh -1.
Nc1nc(SCC(=O)Nc2ccccc2Oc2ccccc2)n[nH]1 was read as PfGluPho inh -18, SENP8 block-1 26, SENP7 block -3, SENP8 block-2 -2, Apaf-1 inh -3, SENP6 inh 5, NLRP3 yeast inh 15, HKDC1 inhibitor -5 and SENP1 inh 0.
Screening COc1cccc(CC2(CO)CCCN(Cc3nc(-c4cccs4)oc3C)C2)c1 (stereo not drawn) returned PfGluPho inh 4, SENP8 block-1 -13, SENP7 block -9, SENP8 block-2 -1, Apaf-1 inh 7, SENP6 inh -6, NLRP3 yeast inh 7, HKDC1 inhibitor 0 and SENP1 inh -18.
O=[N+]([O-])c1cccc(CN2CCN(c3ncccn3)CC2)c1 was read as PfGluPho inh -12, SENP8 block-1 14, SENP7 block 9, SENP8 block-2 -11, Apaf-1 inh -4, SENP6 inh -8, NLRP3 yeast inh 19, HKDC1 inhibitor 4 and SENP1 inh -1.
`O=C(/C=C/c1ccc(Cl)cc1)N1CCN(Cc2ccccc2)CC1` gave PfGluPho inh -4, SENP8 block-1 11, SENP7 block 5, SENP8 block-2 2, Apaf-1 inh 18, SENP6 inh -13, NLRP3 yeast inh 18, HKDC1 inhibitor 1 and SENP1 inh 1.
Screening O=C(NCCN1CCOCC1)c1c[nH]c2ccc(S(=O)(=O)N3CCOCC3)cc2c1=O returned PfGluPho inh -14, SENP8 block-1 -126, SENP7 block 15, SENP8 block-2 9, Apaf-1 inh -10, SENP6 inh 0, NLRP3 yeast inh 10, HKDC1 inhibitor -4 and SENP1 inh -1.
`Cc1ccc(C)c(S(=O)(=O)NCc2ccc(C(=O)N3CCCCC3C)cc2)c1` (stereo not drawn) gave PfGluPho inh -2, SENP8 block-1 1, SENP7 block 0, SENP8 block-2 6, Apaf-1 inh -4, SENP6 inh 11, NLRP3 yeast inh 1, HKDC1 inhibitor -5 and SENP1 inh 0.
Screening CC1=NN(Cc2cc(C(C)(C)C)c(O)c(C(C)(C)C)c2)C(=O)C1 returned PfGluPho inh 13, SENP8 block-1 21, SENP7 block -7, SENP8 block-2 -3, Apaf-1 inh 12, SENP6 inh -15, NLRP3 yeast inh 6, HKDC1 inhibitor -1 and SENP1 inh 3.
O=C(O)c1cccnc1Sc1ccc(Br)cc1 was read as PfGluPho inh 8, SENP8 block-1 10, SENP7 block -1, SENP8 block-2 4, Apaf-1 inh 5, SENP6 inh -6, NLRP3 yeast inh 8, HKDC1 inhibitor -2 and SENP1 inh 4.
Screening Cc1ccc(C(=O)NCC(=O)OCc2csc(-c3ccccc3)n2)cc1 returned PfGluPho inh 3, SENP8 block-1 8, SENP7 block 1, SENP8 block-2 -3, Apaf-1 inh 8, SENP6 inh -2, NLRP3 yeast inh 27, HKDC1 inhibitor -3 and SENP1 inh 3.
For N#CC1C=Cc2ccccc2N1C(=O)c1ccccc1 (stereo not drawn) the results were PfGluPho inh 6, SENP8 block-1 -6, SENP7 block -1, SENP8 block-2 -13, Apaf-1 inh -11, SENP6 inh 3, NLRP3 yeast inh -3, HKDC1 inhibitor -5 and SENP1 inh -43.
Cc1cccc(NC(=O)c2ccc(S(=O)(=O)N(C)C)cc2)n1 was read as PfGluPho inh 0, SENP8 block-1 16, SENP7 block 2, SENP8 block-2 -10, Apaf-1 inh -2, SENP6 inh -8, NLRP3 yeast inh 12, HKDC1 inhibitor -2 and SENP1 inh 0.
O=C(CNc1cccc(C(F)(F)F)c1)Nc1cccc(S(=O)(=O)N2CCCC2)c1 was read as PfGluPho inh 17, SENP8 block-1 7, SENP7 block -4, SENP8 block-2 4, Apaf-1 inh 0, SENP6 inh -1, NLRP3 yeast inh -4, HKDC1 inhibitor 2 and SENP1 inh 1.
Screening O=C(O)c1cnn2c(C(F)(F)F)cc(-c3ccco3)nc12 returned PfGluPho inh -2, SENP8 block-1 -18, SENP7 block -3, SENP8 block-2 -8, Apaf-1 inh -10, SENP6 inh 5, NLRP3 yeast inh 2, HKDC1 inhibitor 5 and SENP1 inh -7.
For CCOC(=O)Cn1nc(Cc2ccccc2)c2ccccc2c1=O the results were PfGluPho inh -11, SENP8 block-1 12, SENP7 block 6, SENP8 block-2 0, Apaf-1 inh 2, SENP6 inh 2, NLRP3 yeast inh 5, HKDC1 inhibitor 0 and SENP1 inh 2.
Screening CCC(C#CCN1CCOCC1)(CC)OCCC#N returned PfGluPho inh -2, SENP8 block-1 14, SENP7 block 6, SENP8 block-2 12, Apaf-1 inh -16, SENP6 inh -5, NLRP3 yeast inh 10, HKDC1 inhibitor 3 and SENP1 inh 0.
`CNC(=O)c1c(NC(=O)c2ccco2)sc(C)c1C` gave PfGluPho inh -3, SENP8 block-1 -167, SENP7 block -1, SENP8 block-2 4, Apaf-1 inh 2, SENP6 inh 1, NLRP3 yeast inh 44, HKDC1 inhibitor 0 and SENP1 inh 2.
For O=C(c1ccncc1)N(Cc1cc2ccccc2[nH]c1=O)C1CCCCC1 the results were PfGluPho inh -2, SENP8 block-1 -12, SENP7 block 5, SENP8 block-2 -6, Apaf-1 inh -3, SENP6 inh 2, NLRP3 yeast inh 4, HKDC1 inhibitor -16 and SENP1 inh 2.
For O=C(Nc1ccc(Cl)cc1)c1ccsn1 the results were PfGluPho inh -3, SENP8 block-1 19, SENP7 block 51*, SENP8 block-2 27, Apaf-1 inh -14, SENP6 inh 40, NLRP3 yeast inh 4, HKDC1 inhibitor -6 and SENP1 inh 1.
For Cc1c(CC(=O)NCC(=O)O)c(=O)oc2cc3occ(-c4ccccc4)c3cc12 the results were PfGluPho inh -24, SENP8 block-1 -212, SENP7 block 0, SENP8 block-2 -5, Apaf-1 inh 2, SENP6 inh -23, NLRP3 yeast inh 9, HKDC1 inhibitor 1 and SENP1 inh -153.
`CCn1ccnc1CN(C)C(=O)c1cc(COc2ccc(Cl)cc2OC)on1` gave PfGluPho inh 3, SENP8 block-1 -7, SENP7 block 5, SENP8 block-2 -1, Apaf-1 inh 22, SENP6 inh -5, NLRP3 yeast inh 5, HKDC1 inhibitor 2 and SENP1 inh -1.
COc1ccccc1NC(=S)N1CC(C)(C)C1=O was read as PfGluPho inh -1, SENP8 block-1 21, SENP7 block 3, SENP8 block-2 1, Apaf-1 inh 3, SENP6 inh -13, NLRP3 yeast inh -20, HKDC1 inhibitor -1 and SENP1 inh 0.
Screening CCc1ccc(CN(C)C(=O)c2cc(COc3c(F)cccc3F)on2)cc1 returned PfGluPho inh -8, SENP8 block-1 26, SENP7 block -5, SENP8 block-2 -9, Apaf-1 inh 9, SENP6 inh -17, NLRP3 yeast inh 13, HKDC1 inhibitor -2 and SENP1 inh 1.
COc1ccc(CNC(=O)CN2C(=O)COc3ccc(S(=O)(=O)N4CCOCC4)cc32)cc1 was read as PfGluPho inh 3, SENP8 block-1 -5, SENP7 block 0, SENP8 block-2 2, Apaf-1 inh -1, SENP6 inh -20, NLRP3 yeast inh 0, HKDC1 inhibitor -3 and SENP1 inh -15.
Screening N=c1c2ccccc2nc2n1CCCCCCCCCCC2 returned PfGluPho inh 31, SENP8 block-1 20, SENP7 block -8, SENP8 block-2 3, Apaf-1 inh -5, SENP6 inh -20, NLRP3 yeast inh 14, HKDC1 inhibitor -2 and SENP1 inh -2.
`CCn1c(SCC(=O)Nc2ccc3c(c2)c2ccccc2n3CC)nnc1-c1cnccn1` gave PfGluPho inh -1, SENP8 block-1 -16, SENP7 block -2, SENP8 block-2 -1, Apaf-1 inh 2, SENP6 inh -6, NLRP3 yeast inh 16, HKDC1 inhibitor 10 and SENP1 inh 27.
Screening CCN(CC)S(=O)(=O)c1ccc2c(c1)C(=NO)c1cc(S(=O)(=O)N(CC)CC)ccc1-2 returned PfGluPho inh 7, SENP8 block-1 -274, SENP7 block 2, SENP8 block-2 1, Apaf-1 inh 8, SENP6 inh 10, NLRP3 yeast inh 4, HKDC1 inhibitor -4 and SENP1 inh -3.
O=C(Nc1ccc(N2CCN(C(=O)c3cccs3)CC2)c(Cl)c1)c1ccco1 was read as PfGluPho inh 1, SENP8 block-1 8, SENP7 block -8, SENP8 block-2 -18, Apaf-1 inh 10, SENP6 inh -7, NLRP3 yeast inh 23, HKDC1 inhibitor 3 and SENP1 inh 1.
COc1ccc2nc(C)c3cc(C)oc3c2c1 was read as PfGluPho inh -5, SENP8 block-1 1, SENP7 block -5, SENP8 block-2 -8, Apaf-1 inh -13, SENP6 inh -17, NLRP3 yeast inh -5, HKDC1 inhibitor 8 and SENP1 inh -3.

Among those listed so far, these contain two or more sulfur atoms:
O=C(NC1CCSc2ccccc21)c1cc(S(=O)(=O)N2CCOCC2)ccc1Cl (stereo not drawn) was read as PfGluPho inh 1, SENP8 block-1 3, SENP7 block 4, SENP8 block-2 14, Apaf-1 inh 0, SENP6 inh 11, NLRP3 yeast inh -6, HKDC1 inhibitor -8 and SENP1 inh -1.
Screening CCN(CC)S(=O)(=O)c1ccc2c(c1)C(=NO)c1cc(S(=O)(=O)N(CC)CC)ccc1-2 returned PfGluPho inh 7, SENP8 block-1 -274, SENP7 block 2, SENP8 block-2 1, Apaf-1 inh 8, SENP6 inh 10, NLRP3 yeast inh 4, HKDC1 inhibitor -4 and SENP1 inh -3.

Bioassay records as filed in PubChem BioAssay.
